DT40 TDP1 CPT: DT40-hTDP1 cell growth loss with CPT; chicken DT40 Tdp1-/-;hTDP1 cells + 20 nM CPT, ATP luminescence, 48 h; Potency, µM (doses to about 46.2 µM), without a hit: at the highest dose activity change, negative = growth inhibition, most hits filed as inhibitors; 420,000 compounds, 12% hits; AID 686979; note: nearly all actives have a fitted effect of over 55% in size
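Chicken DT40 Tdp1-/- cells stably complemented with human TDP1 were seeded at 400 cells/well in medium containing 20 nM camptothecin, exposed to pin-transferred compounds, and grown at 37 °C for at least 48 hr. Viability was read as ATP luminescence.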
KAT2A inh: GCN5L2 (KAT2A) acetyltransferase inhibition. Potency, µM (highest dose often 58.9 µM), for the others: at the highest dose activity change, negative = inhibition, most hits filed as inhibitors. 390,000 compounds, 0.21% hits. GCN5L2 HAT assay, ThioGlo1 CoA-SH fluorescence. AID 504327. Q92830
Target sequence (Q92830 whole entry, looked up): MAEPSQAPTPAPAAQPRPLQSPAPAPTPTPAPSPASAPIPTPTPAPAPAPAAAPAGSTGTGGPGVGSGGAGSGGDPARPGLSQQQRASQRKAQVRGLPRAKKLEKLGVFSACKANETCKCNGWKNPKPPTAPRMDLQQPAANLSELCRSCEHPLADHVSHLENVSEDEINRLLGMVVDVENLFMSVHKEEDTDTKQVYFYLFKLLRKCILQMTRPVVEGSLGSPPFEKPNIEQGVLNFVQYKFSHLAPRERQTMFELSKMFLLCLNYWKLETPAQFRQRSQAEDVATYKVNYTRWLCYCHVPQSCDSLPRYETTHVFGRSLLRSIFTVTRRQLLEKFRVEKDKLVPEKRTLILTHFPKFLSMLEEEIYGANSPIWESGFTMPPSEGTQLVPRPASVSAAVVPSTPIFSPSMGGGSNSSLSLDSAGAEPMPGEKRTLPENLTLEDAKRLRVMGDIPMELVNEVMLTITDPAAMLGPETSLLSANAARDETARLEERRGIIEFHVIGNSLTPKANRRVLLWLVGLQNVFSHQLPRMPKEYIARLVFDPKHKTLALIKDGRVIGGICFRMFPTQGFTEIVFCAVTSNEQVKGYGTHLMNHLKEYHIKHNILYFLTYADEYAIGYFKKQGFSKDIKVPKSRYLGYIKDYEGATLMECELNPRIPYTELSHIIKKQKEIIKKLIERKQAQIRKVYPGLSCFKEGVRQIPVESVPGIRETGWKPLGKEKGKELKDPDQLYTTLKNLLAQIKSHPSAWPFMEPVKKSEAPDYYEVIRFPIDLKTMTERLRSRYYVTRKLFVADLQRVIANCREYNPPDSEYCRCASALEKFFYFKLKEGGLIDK
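GCN5L2 (20nM final) in 50mM HEPES, 0.1mM EDTA pH 7.5, 0.01% Tween-20 was preincubated 15 min at room temperature with compound, then given ThioGlo1 (50uM), H3(1-25) peptide (75uM) and acetyl-CoA (70uM); CoA-thiol fluorescence (Ex340/Em540) was read at 0 and 20 min.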
TDP1 cell noCPT: qHTS for Inhibitors of human tyrosyl-DNA phosphodiesterase 1 (TDP1): qHTS in cells in absence of CPT; DT40 Tdp1-/- hTDP1 cells, no CPT, ATP luminescence, 48 h; Potency, µM (highest dose often 46.2 µM), for the others: top-dose activity change, negative = growth inhibition, usual class: inhibitors; 420,000 compounds, 15% hits; note: nearly all actives have a fitted effect of over 55% in size
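Chicken DT40 Tdp1-/- cells complemented with human TDP1, screened without camptothecin (DMSO vehicle only), 400 cells/well. Compounds pin-transferred, cells incubated at 37 °C for at least 48 hr. Growth read as ATP-dependent luminescence (CellTiter-Glo, 30 min at RT).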
Starred values were filed as active, the others as inactive; u = inconclusive; x = not tested or not shown; & = joins results of further samples; [ ] = remark or other dose. Calls come from the whole dose curve; as a rule, active = well fitted curve in the direction sought with a large enough effect; inconclusive = small, poorly fitted or top-dose-only effect, or another doubt; inactive = no such curve, though single readings can be large; an effect the other way counts as inactive or inconclusive. % is set by controls: 0 for no effect and ±100 for the full control effect; potency is the fitted concentration of half-maximal effect. Not a hit list; 18% or so of the library scored in one or more.

Order of values: DT40 TDP1 CPT	KAT2A inh	TDP1 cell noCPT
C[C@H](NC(=O)c1cc2cc(Cl)ccc2n1C)C(=O)N1CCC[C@H]1C(=O)O
→ -8%	u	9%
CC(C)(C)c1nnc2sc(SCC(=O)c3ccc(Cl)cc3)nn2c1=O
→ -24%	-14%	u
COc1ccccc1C(=O)NNC(=O)C1CC=CCC1 (configuration not stated)
→ -16%	u	2%
CSc1ccccc1NC(=O)c1cccc(S(=O)(=O)N2CCN(C)CC2)c1
→ -7%	-22%	-3%
CC(=O)c1ccccc1OCC(O)Cn1ccnc1 (configuration not stated)
→ 2%	0%	13%
CCOc1ccc(-c2cn3ccccc3n2)cc1[N+](=O)[O-]
→ u	-11%	u
Cc1ccc(S(=O)(=O)N2CCCCC2)cc1C(=O)N(CCc1ccccc1)Cc1ccccc1
→ 8.2µM*	-6%	10µM*
COC(=O)N1CCCc2cc(C)ccc21
→ 12%	-10%	8%
COc1cccc(C2CC(c3ccccc3)Nc3ncnn32)c1 (configuration not stated)
→ -6%	10%	-27%
O=C(CN(C(=O)CNC(=O)c1cccs1)c1ccccc1F)NC1CCCC1
→ 1%	-2%	9%
Cc1cc(=O)n2nc(N3CCC(C(=O)Nc4cccc(Cl)c4C)CC3)sc2n1
→ -13%	-5%	11%
CN(C(=O)CSc1nnc(CN2CCCC2)n1Cc1ccccc1)c1ccccc1
→ -11%	1%	-7%
Cc1ccc(-c2nc(Nc3cccc(O)c3)c3ccccc3n2)cc1
→ 21µM*	1%	23µM*
O=C(COC(=O)COc1ccccc1F)Nc1ccc(Cl)cn1
→ -2%	-26%	10%
O=C(CSc1nnc(-c2ccc(F)cc2)o1)N1CCCC1
→ 3%	-4%	2%
Cn1c(=O)[nH]c(=O)c2c1nc(CN1CCN(c3ccccc3F)CC1)n2Cc1ccc(F)cc1
→ -25%	-2%	-27%
COc1ccc(C(C)=O)cc1COC(=O)CNC(=O)c1ccc(Cl)cc1
→ -21%	-3%	u
Cc1ccccc1Nc1nc(Cl)nc(NC(C)(C)C)n1
→ -21%	x	-28%
Cc1ccc([C@H]2N[C@]3(CCCN(Cc4cccn4C)C3=O)[C@H]3C(=O)N(C)C(=O)[C@@H]23)cc1
→ u	x	u
O=C(CCCc1nc(-c2ccco2)no1)Nc1ccccc1[N+](=O)[O-]
→ -4%	-7%	-21%
COc1ccccc1C(=O)NNC(=O)c1ccc(C)cc1
→ 8%	2%	-1%
CCn1c(=O)n(CC)c2cc(N3CCCC3)c(NC(=O)c3cccc(Cl)c3)cc21
→ 15µM*	-7%	9.2µM*
COc1ccc(S(=O)(=O)N2CCC(C(=O)NCCCc3ccccc3)CC2)cc1
→ 4%	1%	-24%
CC(=O)c1ccc(NS(=O)(=O)c2ccc([N+](=O)[O-])cc2)cc1
→ -1%	x	-18%
CC(C)CNC(=O)C1CCN(Cc2ccc(OCc3ccccc3)cc2)CC1
→ u	0%	u
S=c1[nH]c2cnc(Cl)nc2[nH]1
→ -2%	x	-12%
Cc1cc(NC(=O)COn2nnc3ccc(S(C)(=O)=O)cc32)ccc1Br
→ u	-5%	16µM*
O=[N+]([O-])c1ccc(O)c(Nc2c([N+](=O)[O-])ccc3nonc23)c1
→ -18%	-14%	u
COc1cc(/C=C/C(=O)c2cccc([N+](=O)[O-])c2)cc(OC)c1OC
→ 5.8µM*	-14%	5.2µM*
Cc1ccc([N+](=O)[O-])cc1NC(=O)c1cccnc1
→ -2%	1%	-11%
Cc1ccc(OCc2nc3ccccc3n2CC(C)C)cc1
→ u	-9%	23µM*
O=C(CN1C(=O)CSc2ncccc21)NCCN1CCOCC1
→ 3%	-14%	-1%
CCc1cc(C(=O)c2ccc(OC)cc2)c(NC(=O)COCC(=O)O)s1
→ 7%	-13%	-6%
Cc1cccc(NC(=O)c2sc3nc(N4CCOCC4)c4c(c3c2N)CC(C)(C)OC4)c1
→ u	-1%	7.3µM*
COc1ccc(S(=O)(=O)N(C)C[C@H]2Oc3c(NC(=O)C4CCCCC4)cccc3C(=O)N([C@H](C)CO)C[C@@H]2C)cc1
→ u	-1%	23µM*
Cc1ccccc1NC(=O)c1ccccc1NC(=O)c1ccccc1F
→ u	-19%&2%	u
Cc1ccc(C)c2[nH]c(=O)c(C(c3nnnn3Cc3ccccc3)N3CCc4ccccc4C3)cc12 (configuration not stated)
→ 21µM*	0%	-11%
Cc1nc2cc(C(F)(F)F)ccc2n1C1CCN(CC(=O)NC(C)(C)C)CC1
→ 18µM*	-4%	u
O=C(C(=O)N1CCOCC1)c1c[nH]c2ccccc12
→ 4%	39%[activator]	1%
CC(=O)Nc1ccc(NC(=O)C2CCN(S(C)(=O)=O)CC2)cc1
→ 1%	x	-1%
Cn1cnnc1SCC(=O)Nc1ccc(OCc2ccccc2)cc1
→ 9%	0%	-20%
O=S(=O)(c1cccc(C(F)(F)F)c1)N1CCC(Oc2ccc(-n3cnnn3)cc2)CC1
→ 5.8µM*	-6%	4.6µM*
Cc1cccc(C(=O)NC(=S)NNC(=O)c2cccs2)c1
→ -76%	-6%	u
CCOc1ccc(-n2c(=O)c3c(C)c(C)sc3n(CC(=O)NCc3ccco3)c2=O)cc1
→ -5%	11%	u
COc1cccc(C(=O)N2CCOCC2)c1
→ 16%	-5%	-22%

Grouped by structure: the entries above containing a COOH group
Order of values: DT40 TDP1 CPT	KAT2A inh	TDP1 cell noCPT
C[C@H](NC(=O)c1cc2cc(Cl)ccc2n1C)C(=O)N1CCC[C@H]1C(=O)O
→ -8%	u	9%
CCc1cc(C(=O)c2ccc(OC)cc2)c(NC(=O)COCC(=O)O)s1
→ 7%	-13%	-6%

(further entries)
Order of values: DT40 TDP1 CPT	KAT2A inh	TDP1 cell noCPT
CC(C)CC(=O)Nc1ccc2nn(-c3ccccc3)nc2c1
→ -12%	-7%	u
Cc1ccc2oc(=O)c3cc(C(=O)N(Cc4ccccc4)C(C)C)sc3c2c1
→ 18µM*	1%	21µM*
O=C1C2CCCN2C(c2ccc(Br)cc2)N1c1ccc(F)cc1 (configuration not stated)
→ 18%	1%	-4%
O=C(CSc1nc2ccccc2o1)Nc1nc(-c2ccccc2)cs1
→ -8%	-5%	u
O=C1NC2=C(C(=O)CCC2)C(c2ccccc2)N1 (configuration not stated)
→ -3%	-13%	-23%
O=C(CN1CCN(C(=O)c2cc(C3CC3)nn2-c2ccccc2)CC1)Nc1ccc(F)cc1
→ -26%	x	u
COc1ccc(NC(=O)c2ccc(-n3cncn3)c([N+](=O)[O-])c2)cc1OC
→ -18%	-6%	-27%
CCN(C(=O)CSc1ncnc2c1cnn2-c1ccccc1)C1CCS(=O)(=O)C1 (configuration not stated)
→ -5%	-1%	u
CCOC(=O)c1cc(C#N)c(Oc2ccc(F)cc2)nc1-c1ccccc1
→ u	0%	u
O=c1cc(O)c2sc3nc(-c4ccccc4)cc(C(F)(F)F)c3c2[nH]1
→ 3%	-1%	-24%
O=C(c1cc(-c2ccccc2Cl)nc2ccccc12)N1CCN(c2ccccc2O)CC1
→ 18µM*	-20%	u
C#CCn1ccc(O)c(Cc2ccccc2)c1=O
→ u	0%	-17%
COc1ccc(N2CCN(C(=O)c3ccc(CS(=O)(=O)c4ccccc4C)o3)CC2)cc1
→ u	-5%	u
COc1ccc(C(=O)Nc2ccccc2C(=O)NCc2cccnc2)cc1OC
→ 3%	-1%	-9%
CCCc1cc(Nc2ccccc2OCC)n2ncnc2n1
→ -26%	2%	u
CC1CCN(c2ccc3nnc(CCC(=O)NCc4ccco4)n3n2)CC1
→ u	0%	0%
Cc1ccc(S(=O)(=O)c2nnn3c2nc(N2CCOCC2)c2ccccc23)cc1
→ -27%	0%	-11%
COc1ccc(NC(=O)C2(C)CCN2CC2CCCCC2)cc1OC (configuration not stated)
→ u	x	15µM*
Cc1oc(-c2nc3ccccc3n2C)cc1C(=O)c1ccccc1
→ 16µM*	-4%	21µM*
CCc1nnc(NC(=O)Nc2ccc(Cl)cc2)s1
→ -21%	u	u
Cc1n[nH]c(C)c1S(=O)(=O)N1CCc2ccccc21
→ -13%	9%	-12%
Cn1cnnc1Sc1nc2c(c(=O)n(C)c(=O)n2C)n1C
→ 6%	x	2%
COc1cc(NC(=O)c2ccc(OC)c([N+](=O)[O-])c2)ccc1NC(=O)c1cccs1
→ 5%	-1%	6%
Cc1cccn2c(=O)c3cc(C(=O)NCc4ccccc4)c(=N)n(CCOCCO)c3nc12
→ 12µM*	-17%	26µM*
O=C(NCc1ccccc1)C(c1ccccc1)n1c(-c2ccncc2)nc2ccccc21 (configuration not stated)
→ u	x	u
CCOC(=O)c1ccccc1NC(=O)CN(c1ccccc1OCC)S(C)(=O)=O
→ u	-4%	u
CCC/C=C1/CCCOC(C(=O)NCCNCCO)(C(F)(F)F)C1 (configuration not stated)
→ -18%	x	-8%
Cc1ccc(Cn2c(C)c3cnn(CC(=O)NCCc4ccc(Cl)cc4)c(=O)c3c2C)cc1
→ u	-7%	u
CCc1ccc(NC(=O)C(NS(=O)(=O)c2ccc3c(c2)CCN3C(C)=O)C(C)C)cc1 (configuration not stated)
→ u	-4%	-15%
CC(=O)c1sc(N/N=C\c2ccc(C)cc2)nc1C
→ -17%	-6%	-6%
CCCCCC(C(=O)O)C(C)CC(=O)NC1CCCCC1 (configuration not stated)
→ 3%	1%	-15%
CCc1ccccc1NC(=O)CN(C)C(=O)CSc1nnc(Nc2cccc(C)c2)s1
→ -11%	0%	u
O=C(O)c1cnc2[nH]c3ccccc3n2c1=O
→ 1%	-5%	-1%
Cc1nc(-c2ccc(C)c(S(=O)(=O)N3CCC(C(=O)NCc4ccc(F)cc4)CC3)c2)no1
→ 2.6µM*	1%	5.2µM*
COc1ccc(-n2nc(C(=O)NCC(=O)N3CCCC3)c3ccccc3c2=O)cc1
→ 8%	-6%	11%
O=C(CC(Sc1ccc(Br)cc1)C(=O)O)c1ccc(F)cc1 (configuration not stated)
→ 9.2µM*	-4%	4.6µM*
COc1ccc(Cl)cc1C(=O)Nc1cccc(-c2ccc3nncn3n2)c1
→ u	-29%	-19%
Cc1ccc(-c2nnc(SCC(=O)Nc3ccccc3N3CCOCC3)o2)cc1
→ -19%	x	u
O=C(O)c1ccc(/C=N/n2cc(-c3ccccc3)[nH]c2=S)cc1
→ -8%	-18%	-14%
COc1ccc(C2C(C(=O)Nc3cc(OC)c(OC)c(OC)c3)c3ccccc3C(=O)N2C)cc1OC (configuration not stated)
→ -10%	1%	-9%
CSc1nnc(-c2ccncc2)n1CCCN1CCCC1=O
→ -12%	-6%	-13%
CCSc1ncc(Cl)c(C(=O)Nc2ccc(S(=O)(=O)Nc3nccc(C)n3)cc2)n1
→ -28%	-2%	u
CC1=C(C(=O)Nc2ccccc2Cl)C(c2ccc(N(C)C)cc2)NC(=O)N1 (configuration not stated)
→ -21%	0%	-17%
Cc1ccc(CN2CCN(Cc3cnn(-c4ccc(Cl)cc4)c3)CC2CCO)o1 (configuration not stated)
→ u	21%	u
O=C(NCc1n[nH]c(=S)n1-c1ccc(Br)cc1)c1ccc(S(=O)(=O)N2CCCC2)cc1
→ 3%	-5%	4%

Filtered by structure: the compounds so far containing a tert-butyl group
Order of values: DT40 TDP1 CPT	KAT2A inh	TDP1 cell noCPT
CC(C)(C)c1nnc2sc(SCC(=O)c3ccc(Cl)cc3)nn2c1=O
→ -24%	-14%	u
Cc1ccccc1Nc1nc(Cl)nc(NC(C)(C)C)n1
→ -21%	x	-28%
Cc1nc2cc(C(F)(F)F)ccc2n1C1CCN(CC(=O)NC(C)(C)C)CC1
→ 18µM*	-4%	u

Remaining list, next part
Order of values: DT40 TDP1 CPT	KAT2A inh	TDP1 cell noCPT
COc1cccc(COCC(O)CN2CCC(C(N)=O)CC2)c1 (configuration not stated)
→ 17%	-1%	-4%
COCCN1C(=O)CCC1(C)C(=O)Nc1ccc2ccccc2c1 (configuration not stated)
→ 0%	x	16%
CN(Cc1ccc(Cl)cc1)C(C(=O)NC1CCCCC1)c1cc2ccccc2o1 (configuration not stated)
→ -107%	x	u
CCOC(=O)c1cnc2ccccc2c1NCc1ccco1
→ u	-2%	u
Cc1ccsc1/C=N/n1c(-c2cc(-c3ccccc3)n[nH]2)n[nH]c1=S
→ u	-18%	u
c1ccc(COc2ccc(Nc3ncnc4nc[nH]c34)cc2)cc1
→ 0%	-12%	u

Screens from PubChem BioAssay.
